# Source: PubChem BioAssay (Sanford-Burnham Center for Chemical Genomics)
# SENP6 block: inhibitors of human SENP6 protease. Q9GZR1. Recombinant SENP6 catalytic domain, aminoluciferin luminescence. inhibition, % at 10 µM. 330,000 tested, 1.8% active;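 active = inhibition above about 50% at the single tested dose, limit read from the data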;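 also: plate controls were DMSO wells with enzyme for no effect and DMSO wells lacking enzyme for full effect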
# Target sequence (Q9GZR1 628-1112 limits assumed): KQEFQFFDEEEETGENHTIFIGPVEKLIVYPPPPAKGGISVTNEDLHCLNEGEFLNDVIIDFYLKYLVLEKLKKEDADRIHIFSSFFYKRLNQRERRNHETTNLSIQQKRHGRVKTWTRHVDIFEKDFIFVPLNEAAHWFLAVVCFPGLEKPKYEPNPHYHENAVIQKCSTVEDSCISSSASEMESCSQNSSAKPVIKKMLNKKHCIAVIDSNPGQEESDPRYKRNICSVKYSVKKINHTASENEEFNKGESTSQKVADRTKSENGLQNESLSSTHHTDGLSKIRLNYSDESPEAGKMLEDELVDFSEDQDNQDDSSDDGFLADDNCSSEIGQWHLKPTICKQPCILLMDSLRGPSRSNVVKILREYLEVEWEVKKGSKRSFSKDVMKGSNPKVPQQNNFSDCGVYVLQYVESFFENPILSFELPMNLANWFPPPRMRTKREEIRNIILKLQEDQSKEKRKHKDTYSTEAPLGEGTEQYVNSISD
# SENP8 block-1: inhibitors of human SENP8 protease; inhibition, % at 10 µM; Q96LD8; purified SENP8, Z-RLRGG-aminoluciferin cleavage, luminescence; 330,000 tested, 1.2% active; AID 2540; in the data active = inhibition above about 50%
# Target sequence (Q96LD8 whole entry, looked up): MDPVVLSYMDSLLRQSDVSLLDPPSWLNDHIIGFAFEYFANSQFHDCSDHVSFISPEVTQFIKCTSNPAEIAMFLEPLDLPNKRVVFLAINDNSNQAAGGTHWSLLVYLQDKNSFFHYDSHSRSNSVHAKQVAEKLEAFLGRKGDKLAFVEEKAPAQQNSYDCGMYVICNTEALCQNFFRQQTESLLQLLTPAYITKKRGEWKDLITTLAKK
# PfG6PD inh: PfG6PD (Plasmodium falciparum) enzyme inhibition; AID 504690; 350,000 tested, 0.78% active; PfGluPho enzyme, NADPH resazurin-diaphorase fluorescence; inhibition, % at 20 µM;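 active = inhibition reaching at least a set limit at 20 µM in the primary screen, cut at about 59% in these data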;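 also: 0% = DMSO wells with substrate and 100% = DMSO wells lacking glucose-6-phosphate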
# HKDC1 inhibitor: inhibitors of human hexokinase HKDC1; Q2TB90; recombinant HKDC1, G6PDH/diaphorase resazurin coupled fluorescence; inhibition, % at 20 µM; 340,000 tested, 0.16% active; AID 493160;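 active = inhibition above about 35% when tested at 20 µM, limit read from the data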;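 also: plate controls were DMSO wells with enzyme for no effect and DMSO wells lacking enzyme for full effect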
#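 Assay system – recombinant HKDC1 (HK5) hexokinase enzyme, produced in-house · Input – HKDC1 at 5 µg/mL · Reagent – glucose plus 1 mM ATP as hexokinase substrates · Timing – 90 min reaction incubation at room temperature, dark · Measured by – G6PDH/diaphorase-coupled fluorescence, 1 mM NADP, 100 µM resazurin, 525/613 nm · Benchmarks – DMSO-enzyme wells negative, buffer-substituted wells positive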
# Apaf1 inhib: human Apaf-1 inhibition. O14727. reconstituted apoptosome caspase-3 activity, DEVD-Rh110 fluorescence. inhibition, % at 20 µM. 330,000 tested, 0.71% active. AID 489030; active = inhibition of at least 40% at 20 µM;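 also: plate controls were DMSO wells for no effect and DEVD-CHO caspase inhibitor wells for full effect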
#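 Material: biochemical Apaf-1 apoptosome reconstitution. Medium: Hepes buffer, pH 7.5. Also added: cytochrome c activation, bis-DEVD rhodamine 110 substrate. Timing: 30 min compound preincubation, 50 min activation, room temperature. Measured by: rhodamine 110 fluorescence at Ex 480/Em 540 nm.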
# SENP7 inh: inhibitors of human SENP7 protease; Q9BQF6; recombinant SENP7, Z-RLRGG-aminoluciferin luminescence, 40 min; inhibition, % at 5 µM; 330,000 tested, 1.5% active; AID 434973;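 active = inhibition above about 50% at the single test dose, limit read from the data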;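 also: plate controls were DMSO with enzyme for no effect and no enzyme buffer wells for full effect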
# Target sequence (Q9BQF6 706-1050 limits assumed): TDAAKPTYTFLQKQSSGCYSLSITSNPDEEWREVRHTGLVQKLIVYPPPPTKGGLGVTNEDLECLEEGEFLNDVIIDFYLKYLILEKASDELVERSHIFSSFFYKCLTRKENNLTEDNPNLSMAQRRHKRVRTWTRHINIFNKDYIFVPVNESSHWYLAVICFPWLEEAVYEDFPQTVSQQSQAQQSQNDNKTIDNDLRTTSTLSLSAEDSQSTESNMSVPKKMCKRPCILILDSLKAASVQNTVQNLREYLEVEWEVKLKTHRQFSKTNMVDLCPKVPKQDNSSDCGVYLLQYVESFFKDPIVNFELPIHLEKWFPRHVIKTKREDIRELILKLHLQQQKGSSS
# SENP8 block-2: blocks human SENP8 cleavage of Nedd8 substrate | AID 602440 | Q96LD8 | inhibition, % at 20 µM | 360,000 tested, 0.64% active | recombinant SENP8, Nedd8 substrate fluorescence; in the data active = inhibition mostly above about 40%, no sharp cut-off; inactive = mostly below about 27%
# SENP1 FRET inh: inhibitors of human SENP1 SUMO protease catalytic domain; Q9P0U3; recombinant SENP1 catalytic domain, CyPet-SUMO1-YPet FRET cleavage; inhibition, % at 10 µM; 360,000 tested, 0.21% active; AID 624204;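 active = inhibition at least 30% at 10 µM, raw YFP signal under a set limit, fluorescence ratio 0.5 to 1.5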;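 also: 0% = enzyme with DMSO and 100% = no enzyme wells; some results filed as inactive read as strong as hits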
#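 Compound: 10 µM single point, 0.5% DMSO; Test system: hSENP1 catalytic domain, recombinant; Timing: 50 min reaction at room temperature; Technique: FRET, CFP and YFP emission; Control set: no-enzyme wells low, DMSO-plus-enzyme wells high control.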
# Active calls of the source: *; . = no result given.
SMILES,SENP6 block,SENP8 block-1,PfG6PD inh,HKDC1 inhibitor,Apaf1 inhib,SENP7 inh,SENP8 block-2,SENP1 FRET inh
Cc1c(Cl)cccc1NC(=O)CCN1CCN(C)CC1,15,-9,-25,5,-3,-2,6,1
COc1ccc(-c2c(-c3ccccc3OC)sc3ccccc23)cc1C=O,14,0,14,-3,-4,-4,-26,1
CN(C(=O)COC(=O)c1ccccc1OCc1ccc(F)cc1)C1CCS(=O)(=O)C1 (stereo not drawn),-9,1,7,-6,29,-9,16,1
CS(=O)(=O)Nc1ccc(C2=NN(S(C)(=O)=O)C(c3ccc4c(c3)OCO4)C2)cc1 (stereo not drawn),-2,-5,1,-10,-4,4,-409,-36
Cc1noc(C)c1CSc1nc2ccccc2c(=O)n1-c1ccccc1,5,6,0,6,-1,1,11,0
CC(=O)c1cc2c(cc1NC(=O)CN1CCOCC1)OCO2,-15,-3,9,-4,-12,0,-60,-1
Cc1ccc(C(C(=O)NC2CCCC2)N2CCc3ccccc32)cc1 (stereo not drawn),1,6,14,-9,3,4,16,-3
COc1ccc(CCNC(=O)[C@@H](NC(=O)N2CCn3c2nc2ccccc23)C(C)C)cc1OC,-2,-6,-17,1,-5,-15,14,4
CCOc1ccc(N2CC(C(=O)N3CCCCC3)CC2=O)cc1 (stereo not drawn),-7,-13,-4,-5,3,-12,3,0
COc1cc(C(=O)NCC(=O)OCC(=O)c2ccc[nH]2)cc(OC)c1OC,7,5,9,-1,-4,13,-9,0
Nc1ccccc1Sc1ccccc1[N+](=O)[O-],7,0,22,-8,7,-2,25,0
CC(CCc1ccccc1)NC(=O)c1ccc(-n2cncn2)c([N+](=O)[O-])c1 (stereo not drawn),2,-4,4,-3,2,-9,7,0
O=c1nccc(N/N=C/c2cccc(O)c2)[nH]1,-12,-9,-1,-1,0,-9,12,1
CCc1sc(C(=O)NCCCN2CCCC2=O)cc1Br,8,4,-6,4,11,5,2,0
CC1(C)CC(=O)C(C(c2ccc(Br)cc2)C2C(=O)CC(C)(C)CC2=O)C(=O)C1,4,-5,9,-5,-11,-5,5,2
O=C(Nc1ccccc1)OCCc1ccccn1,.,.,5,-5,.,.,8,1
O=C(c1cccc(Cl)c1)N1CCC2CC1c1cc(-c3ccccc3)ccc12 (stereo not drawn),.,.,11,-2,.,.,7,1
CSCCC(NC(=O)c1ccccc1Br)C(=O)NNC(=O)c1csc(N2CCOCC2)n1 (stereo not drawn),-8,-1,13,-10,1,4,-8,7
NC(=O)C1CCN(C(=O)CNC(=O)c2ccc(Br)o2)CC1,-8,-12,-1,-8,-11,14,5,2
CC1CCCCN1S(=O)(=O)c1ccc2c(c1)CCN2C(=O)CCC(=O)O (stereo not drawn),-20,-7,-5,-1,0,-6,4,-1
COc1ccc(C(=O)C2CCCN(S(=O)(=O)c3cccnc3)C2)c(C)c1 (stereo not drawn),11,-1,-10,-7,1,10,15,2
COc1c(/C=N/NC(=O)c2ccncc2)c(CCN(C)C(C)=O)cc2c1OCO2,4,3,-3,6,1,-3,19,2
Cc1cccc(-n2c(N)cc(=O)nc2SCC(=O)Nc2nnc(C)s2)c1,1,-2,13,-5,-4,11,7,1
CN(C)S(=O)(=O)c1cc(C(=O)NCCCn2ccc3ccccc32)ccc1Cl,1,4,13,2,19,0,10,-10
O=C(CN1C(=O)CSc2ccc(C(F)(F)F)cc21)Nc1ccccc1,-9,-4,15,3,-4,13,6,4
COC(=O)c1cccc(NC(=O)Cc2ccc(OC)cc2)c1C,0,0,-9,-2,12,7,24,1
Cc1ccc(C(=O)CSc2nnc(-c3ccccc3N)n2C)cc1C,-8,-13,10,-5,6,-7,20,3
O=C(CNC(=O)c1ccc(F)cc1)N/N=C/c1cc(Br)ccc1OC(=O)/C=C/c1ccco1,4,9,-16,-6,13,15,-17,-51
O=C(c1ccc(CS(=O)Cc2ccc(Cl)cc2)o1)N1CCN(c2ccc(F)cc2)CC1 (stereo not drawn),-8,5,7,0,6,6,10,1
O=C(Nc1cc(=O)c2ccccc2o1)N1CCCCC1,2,-11,-5,2,2,-6,-120,-2
Cc1nc(/C(N)=N/OC(=O)c2ccc(Cl)cc2)c(C(F)(F)F)o1,69*,58*,2,3,-10,82*,11,6
Cc1cccc2c(=O)cc(C)n(CC(=O)N3CCCCC3)c12,10,3,-1,-1,12,0,1,1
COc1ccc(OC)c(C(c2nnnn2Cc2ccccc2)N2CCN(C3CCCCC3)CC2)c1 (stereo not drawn),-35,-3,-10,1,5,1,13,2
Cc1cc(O)c2/c(=N\N)c(-c3csc(C)n3)coc2c1,-8,-2,37,-3,-17,10,20,-75
CN1C[C@@H]2C(c3ccc(C(F)(F)F)cc3)C3(c4ccc(C#N)cc4)CC2(C3)[C@H]1c1ccccc1 (stereo partly drawn),-33,-9,2,0,16,-5,10,1
CCOC(=O)c1cccc(NC(=O)c2cc(C)nn2-c2ccccc2)c1,-5,-1,-24,0,3,-3,13,2
Cc1nn2c3ccccc3n(CC(=O)c3cccs3)c2nc1=O,8,-2,-3,-9,0,-2,-325,3
Cn1nc(-c2ccc(N3CCOCC3)c(NS(=O)(=O)c3ccc(Cl)cc3)c2)c2ccccc2c1=O,-18,-1,-10,0,18,5,-37,3
COc1ccc(NC(=O)C2CC(=O)OC2c2ccccc2)cc1 (stereo not drawn),1,0,-7,-12,-15,5,14,1
COc1ccc(NC(=O)NC2CCCCCCC2)cc1,0,-13,2,5,15,-4,5,1

# Continued; it opens with the three that closed the last part.
SMILES,SENP6 block,SENP8 block-1,PfG6PD inh,HKDC1 inhibitor,Apaf1 inhib,SENP7 inh,SENP8 block-2,SENP1 FRET inh
Cn1nc(-c2ccc(N3CCOCC3)c(NS(=O)(=O)c3ccc(Cl)cc3)c2)c2ccccc2c1=O,-18,-1,-10,0,18,5,-37,3
COc1ccc(NC(=O)C2CC(=O)OC2c2ccccc2)cc1 (stereo not drawn),1,0,-7,-12,-15,5,14,1
COc1ccc(NC(=O)NC2CCCCCCC2)cc1,0,-13,2,5,15,-4,5,1
CN(CC(=O)NCc1ccccc1)S(=O)(=O)c1ccc2c(c1)CCC(=O)N2,-13,-7,-18,-4,3,-16,6,-1
Cc1cccc(N(CC(=O)NCC2CCCO2)C(=O)CCC(=O)Nc2nccs2)c1 (stereo not drawn),21,3,8,-2,-1,3,16,1
Cc1cc(Nc2ccc(Cl)cc2)n(-c2ccccc2)n1,-11,1,3,-1,11,4,28,-2
CCCn1c(=N)n(CC(O)c2ccc(C)cc2)c2ccccc21 (stereo not drawn),-29,-5,-2,-3,-3,6,16,-3
Cc1ccccc1NC(=O)CN(c1ccc(F)cc1)S(C)(=O)=O,-8,-7,-21,-6,-3,2,16,0
CCOC(=O)NC(=O)/C(C#N)=C\NNc1ncc(C(F)(F)F)cc1Cl,1,-13,-2,-11,-4,-4,4,0
COC(=O)c1c(NC(=O)Cc2ccccc2)sc2c1CC(C)(C)NC2(C)C,-3,-9,42,1,16,-14,-11,-4
C=CCn1c(SC(C)CC)nc(O)cc1=O (stereo not drawn),-10,-6,3,-4,14,-1,23,1
CC1=C[C@H]2Cc3cc(C)cc(C)c3S(=O)(=O)[C@@H]2C=C1,1,-5,21,-6,10,2,7,-1
COc1cc(C2C(C#N)=C(N)OC3=C2C(=O)CC(C)(C)C3)ccc1OC(=O)N1CCOCC1 (stereo not drawn),-27,-2,-5,-10,-1,6,8,0
Cc1ccccc1CN(c1ccc(C(=O)Nc2ccccc2C(=O)NCc2ccco2)cc1)S(C)(=O)=O,9,12,10,10,-12,-2,0,2
CC1CC(C)CN(CC(=O)N2c3ccccc3CCc3ccccc32)C1 (stereo not drawn),-6,4,4,-10,-14,-2,18,4
CC(C)(C)NC(=O)C(c1ccccn1)N(C(=O)C1CSC(=O)C1)c1ccc(F)cc1 (stereo not drawn),5,7,-13,-6,1,25,10,4
Cc1cc([N+](=O)[O-])c2c(c1C)C1C=CCC1C(c1ccccn1)N2 (stereo not drawn),23,6,.,.,9,-3,.,.
COC(=O)c1ccc(CNC(=O)Cn2cnnn2)cc1,.,.,-7,-3,.,.,8,2
COc1ccccc1Cn1c(C)nc2ccccc21,-8,5,0,-5,-3,3,24,2
O=C(COS(=O)c1ccccc1)Nc1cc(Cl)ccc1N1CCOCC1 (stereo not drawn),-5,-3,4,-9,-2,1,12,1
Cc1ccc(CSCCNC(=O)CN(c2ccc(F)cc2)S(C)(=O)=O)cc1,-18,-12,-12,-2,10,-13,4,0
COc1ccc(CCC(=O)OCC(=O)Nc2sccc2C(N)=O)cc1OC,-6,-9,16,-8,-14,-12,6,-1
N#Cc1cc2c(nc1SCc1cccnc1)CCCCC2,-5,3,-20,-1,21,-4,6,2
O=C(N/N=C/c1sc(N2CCOCC2)nc1-c1ccccc1)c1ccccc1F,-2,5,-15,-7,-8,9,.,.
COC(=O)CCC(=O)Nc1cc(OC)c(OC)cc1Cc1nccc2cc(OC)c(OC)cc12,3,2,3,4,5,-4,25,2
Cc1ccc(Nc2nc(N)nc(CC#N)n2)cc1,-8,-4,4,3,-23,1,1,-58
CCOC(=O)C1CCN(C(=O)c2ccc(NC(=O)C3CCCO3)cc2)CC1 (stereo not drawn),0,7,-7,-1,-4,0,15,-1
Cc1nnc(NC(=O)c2ccc(C)c(S(=O)(=O)N3CCOCC3)c2)s1,8,1,17,-9,-15,3,7,0
CCOc1ccc(Oc2ccc(C(F)(F)F)cc2NC(=O)C2=COCCO2)cc1,-19,-3,13,5,14,-8,23,-1
COc1ccc(C(=O)N[C@H](C(=O)NCCCn2nc(C)cc2C)C(C)C)cc1,-6,1,2,-10,-7,-2,5,0
CC(C)OC(=O)c1cn(-c2ccccc2)nc1-c1ccc2c(c1)OCCO2,2,6,18,-1,19,6,9,2
CN(CC(=O)Nc1ccc(Cl)c(C(F)(F)F)c1)C(=O)CCCNC(=O)c1ccc(Cl)cc1,-5,10,22,0,14,1,8,1
CCCCOC(=O)CSc1nnc(-c2cc(OC)c(OC)c(OC)c2)o1,5,-19,-10,3,3,-19,16,-2
Cn1c(=O)c(C(=O)NCCc2ccccc2)c(O)c2ccccc21,0,-2,-26,-8,9,-2,-15,1
O=C(CN1CCN(S(=O)(=O)c2cccc(Br)c2)CC1)N1CCCCC1,2,4,-8,-3,1,1,12,1
Cc1ccccc1OCC(=O)O/N=C(\N)Cc1ccc(Cl)cc1,11,-5,6,0,17,3,18,4
COc1cccc(NC(=O)CN(C)CC(=O)c2c(N)n(Cc3ccccc3)c(=O)n(C)c2=O)c1,-23,-8,-3,-3,11,-5,0,0
O=C1c2ccccc2S(=O)(=O)N1CCS(=O)(=O)c1ccc(F)cc1,-15,-2,-23,-1,1,8,17,1

# Reformatted bar-delimited: entries from further up.
mol | SENP6 block | SENP8 block-1 | PfG6PD inh | HKDC1 inhibitor | Apaf1 inhib | SENP7 inh | SENP8 block-2 | SENP1 FRET inh
COC(=O)c1c(NC(=O)Cc2ccccc2)sc2c1CC(C)(C)NC2(C)C | -3 | -9 | 42 | 1 | 16 | -14 | -11 | -4
COC(=O)c1ccc(CNC(=O)Cn2cnnn2)cc1 | . | . | -7 | -3 | . | . | 8 | 2
O=C(N/N=C/c1sc(N2CCOCC2)nc1-c1ccccc1)c1ccccc1F | -2 | 5 | -15 | -7 | -8 | 9 | . | .
